PPC-1+TRAIL kill: compounds killing PPC-1 cancer cells with TRAIL present, primary screen, TRAIL potentiator project, ATPLite luminescence, uHTS | cell killing (% activity), % at 4 µM | 0.41% of 220,000 active | AID 1443, 2008 | PPC-1 cells + TRAIL, ATPLite viability luminescence;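 active = cell killing above 50% in the first pass at 4 µM, then a duplicate retest at 5 µM averaging 50% or more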;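 also: plate controls were cells with TRAIL plus DMSO for no effect and medium-only wells lacking cells for full effect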
TRPML3 ag: human TRPML3 channel agonists, primary screen, cell-based, HEK293 TRPML3-YFP, Fluo-8 calcium fluorescence, 3 µM | 0.29% of 220,000 active | 100% = the carbachol control signal | activation, % at 3 µM;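 active = activation above its plate's cutoff, the mean activation of the plate's test wells plus 3 SD, cut at about 12% in these data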;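 also: 0% = DMSO only wells and 100% = carbachol wells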
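Material: HEK293 cells stably carrying human TRPML3-YFP; compound dosing: single dose, 3 µM final nominal compound, 0.3% DMSO final; incubation: 1-h 37 °C dye load, 5-s basal, 120-s post-compound reads; technique: Fluo-8 intracellular calcium fluorescence, excitation 470-495 nm, emission 515-575 nm; read-out basis: percent activation from peak-to-basal fluorescence ratio, scaled between DMSO and carbachol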
Ba/F3 V617F tox: reduced viability of JAK2V617F-dependent Ba/F3 cells, primary screen, JAK2V617F inhibitor project, cell-based, Ba/F3 EpoR-JAK2V617F, luminescence. 1.1% of 220,000 active. inhibition, % at 5.6 µM. AID 1446, 2008. ATP luminescence;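 active = inhibition above the campaign mean plus 3 SD over all tested compounds, cut at about 24% in these data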;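 also: cytokine-independent growth of Ba/F3 cells driven by EpoR plus mutant JAK2; 0% = DMSO-treated cells and 100% = JAK inhibitor I control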
Wee1 stabilizer: Wee1 degradation inhibitors, primary screen, cell-based, HeLa, Wee1K328M-luciferase, luminescence; Wee1-like protein kinase (Homo sapiens), P30291; HeLa Luc-Wee1K328M stability; 100% = proteasome inhibitor MG132 effect; reporter increase, % at 5 µM; 1.2% of 220,000 active;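 active = activation above the mean of all tested compounds plus 3 SD, set per screening run, cut at about 8.8% in these data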;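 also: cells exposed to compound for 20 h before luminescence read; 0% = DMSO alone and 100% = MG132 at 30 µM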
Target sequence (P30291 whole entry K328M): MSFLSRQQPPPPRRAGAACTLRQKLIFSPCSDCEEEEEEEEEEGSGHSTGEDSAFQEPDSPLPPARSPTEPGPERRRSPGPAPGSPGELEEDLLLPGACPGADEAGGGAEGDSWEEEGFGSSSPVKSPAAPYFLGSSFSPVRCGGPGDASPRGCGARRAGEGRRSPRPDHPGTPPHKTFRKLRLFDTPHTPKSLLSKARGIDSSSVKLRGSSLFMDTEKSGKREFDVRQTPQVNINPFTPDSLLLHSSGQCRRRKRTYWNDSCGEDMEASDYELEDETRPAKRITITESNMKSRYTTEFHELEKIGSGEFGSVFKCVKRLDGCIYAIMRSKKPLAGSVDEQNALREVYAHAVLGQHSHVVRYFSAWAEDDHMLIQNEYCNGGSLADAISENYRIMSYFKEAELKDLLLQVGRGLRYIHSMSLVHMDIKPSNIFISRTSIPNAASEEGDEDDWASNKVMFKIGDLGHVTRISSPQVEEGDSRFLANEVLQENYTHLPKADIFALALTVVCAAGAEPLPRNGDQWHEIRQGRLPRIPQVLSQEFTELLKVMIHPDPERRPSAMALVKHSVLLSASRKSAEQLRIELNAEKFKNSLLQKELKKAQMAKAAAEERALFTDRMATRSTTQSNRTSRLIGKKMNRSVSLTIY
CHOP inh: inhibitors of CHOP promoter induction, primary screen, cell-based, unfolded protein response, luciferase reporter. inhibition, % at 10 µM. 3.8% of 220,000 active. AID 2732, 2010. CHO-K1 CHOP-promoter luciferase, tunicamycin-induced, 15-18 h;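 active = compounds that reduced the stress-induced luciferase reporter signal by more than about 70% of percent inhibition, limit read from the data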;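 also: 0% = tunicamycin plus vehicle and 100% = wells without tunicamycin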
RBBP9 inhibitor: human RBBP9 inhibitors, primary screen, biochemical, fluorescence polarization, FP-Rh probe, HTS | recombinant RBBP9 | Serine hydrolase RBBP9 (Homo sapiens), O75884 | 0.2% of 220,000 active | inhibition, % at 7.94 µM | AID 1515, 2009;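 active = inhibition above the campaign mean of all tested compounds plus 3 SD, cut at about 14% in these data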;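 also: plate controls were DMSO wells with RBBP9 for no effect and wells lacking RBBP9 protein for full effect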
Target sequence (O75884 whole entry, looked up): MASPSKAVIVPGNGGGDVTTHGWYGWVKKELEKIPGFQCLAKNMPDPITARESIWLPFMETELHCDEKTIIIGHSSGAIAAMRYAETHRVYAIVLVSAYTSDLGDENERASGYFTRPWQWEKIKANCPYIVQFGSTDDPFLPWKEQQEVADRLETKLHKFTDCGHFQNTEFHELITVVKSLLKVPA
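Measured by: FP readout at 525/598 nm; material: recombinant human RBBP9; also added: Serine-hydrolase probe FP-Rh, 375 nM pre-mixing; medium: Tris buffer pH 8.0, NaCl, Pluronic; replication: one well per compound; doses: one concentration, 7.94 µM nominal, 0.794% DMSO; timing: preincubation 30 min plus labeling 45 min at 25 °C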
TNF death inh: inhibitors of TNF-alpha triggered necroptosis, primary screen, cell-based, Jurkat FADD-/-, single concentration; Jurkat FADD-/- TNF necroptosis rescue, ATP luminescence, 24 h; 0 = TNF only, 100 = no-TNF cells; activation (protection from cell death), % at 10 µM; 0.068% of 220,000 active;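 active = activation, meaning protection from cell death, of at least 50% relative to plate controls; inactive = activation below 50%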;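 also: necroptosis triggered by 40 ng/mL TNF-alpha added together with compound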
zfTRPN1 agonist: zebrafish TRPN1 channel agonists, primary screen, cell-based, HEK293, calcium fluorescence; activation, % at 3 µM; AID 1424, 2008; HEK293 zebrafish TRPN1-YFP, Fluo-8 calcium fluorescence; 100% = response to 87 µM carbachol; 0.18% of 220,000 active; transient receptor potential cation channel N1 (TRPN1/NompC), Danio rerio;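 active = activation above its plate's cutoff, the mean activation of test wells on that plate plus 3 SD, cut at about 19% in these data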;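 also: 0% = DMSO alone and 100% = 87 µM carbachol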
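Material: zebrafish TRPN1-YFP in HEK293 cells. Doses: one dose of 3 µM, 0.3% DMSO. Incubation: dye 1 h 37 °C plus 30 min RT. Measured by: intracellular calcium fluorescence with Fluo-8.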
BaF3 tox: parental Ba/F3 cell viability inhibition, counter-screen for JAK2V617F inhibitor project, murine pro-B, CellTiter-Glo luminescence; inhibition, % at 5.6 µM; CellTiter-Glo ATP luminescence; AID 1486, 2009; 1.1% of 220,000 active;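 active = inhibition above a per-campaign cutoff, the mean inhibition of all tested compounds plus 3 SD, cut at about 27% in these data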;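 also: 0% = DMSO wells and 100% = JAK Inhibitor I control wells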
An asterisk follows results filed as active.

SMILES	PPC-1+TRAIL kill	TRPML3 ag	Ba/F3 V617F tox	Wee1 stabilizer	CHOP inh	RBBP9 inhibitor	TNF death inh	zfTRPN1 agonist	BaF3 tox
Cc1ccc(C(O)P(=O)(OC2CCCCC2)OC2CCCCC2)cc1 (configuration not stated)	21	0.0	0	2	27	-6	-0.5	-0.9	3
Cc1c(-c2nc(N)nc(Nc3ccccc3)n2)oc2ccccc12	5	-0.1	3	10.0*	34	-15	-13	-0.2	9
CCN(CC)S(=O)(=O)c1ccc2c(c1)c(=O)c(C(=O)NCc1ccco1)cn2C	6	0.3	3	3	19	-13	0.0	1.0	8
O=C(c1ccc(Cl)cc1)c1oc2ccccc2c1CS(=O)c1ccccc1 (configuration not stated)	6	0.3	2	-3	56	-7	-4.5	-1.8	4
COc1ccc(CCNC(=O)C(CC(C)C)NC(N)=O)cc1 (configuration not stated)	4	0.1	-2	8	-11	-6	1.3	-0.7	6
COc1ccc2[nH]c(=O)c(C(c3nnnn3C(C)(C)C)N(Cc3ccco3)CC3CCCO3)cc2c1 (configuration not stated)	2	-0.3	1	-3	-5	5	1.2	-0.6	4
CC(=O)Nc1ccc(S(=O)(=O)NC2(C(F)(F)F)C(=O)Nc3c2c(=O)[nH]c(=O)n3C)cc1 (configuration not stated)	2	1.0	-1	0	-2	2	-0.4	1.6	4
Cc1cc2oc(=O)cc(Cn3ccnc3)c2cc1C	-23	0.0	0	-1	28	-7	-1.2	0.0	6
Oc1ccc(/C=N/NC(=S)Nc2cccnc2)c(O)c1	28	1.2	-4	4	56	2	-10	-1.1	2
O=C(c1ccc(Cl)cc1Cl)c1ncc(C(F)(F)F)cc1Cl	-5	-0.8	-3	-1	68	-6	-2.1	1.1	4
Cc1ccc(NC(=S)Nc2ccc(OC(F)F)c(Cl)c2)cc1Cl	0	1.1	0	2	91*	4	-1.4	-0.4	5
O=C(CSC1=NCCN1)NC1CCCCCC1	18	1.0	-1	1	35	9	-4.1	-0.1	4
O=C(NCc1ccco1)c1ccc(CNc2c(N3CCCCC3)c(=O)c2=O)cc1	8	-0.1	3	3	-14	-6	-1.5	1.6	8
COc1ccc(/C=N/NC(=O)c2cc(C3CC3)[nH]n2)cc1OC	9	0.4	0	2	-1	-4	8.8	3.2	-1
CCn1c(=O)c(C(=O)CN2CCN(S(=O)(=O)c3cc(C)ccc3C)CC2)c(N)n(Cc2ccccc2)c1=O	2	0.8	4	3	63	-8	-3.1	2.2	8
CCN1CCN(C(=S)c2ccc(OC)cc2)CC1	3	0.5	-5	-2	12	-4	1.2	-0.5	1
Cc1cccc(C2c3[nH]c4ccccc4c3CCN2C(=O)Cc2n[nH]c(C)n2)n1 (configuration not stated)	16	0.9	-1	5	17	7	0.8	-0.2	0
O=S(=O)(NC1CCCC1)c1ccc(S(=O)(=O)N2CCCN(Cc3ccccc3)C2)cc1	-20	0.9	0	-2	36	0	-3.7	1.8	2
CCOc1ccc(C(=O)NC(C)(C)CC)cc1	17	0.9	1	0	7	-5	0.4	-0.5	2
CN(C1CCCCC1)S(=O)(=O)c1cccc(C#N)c1	5	63*	2	-1	-2	-4	-0.7	0.3	3

The final 3 entries of the section before come first, to join the parts:
SMILES	PPC-1+TRAIL kill	TRPML3 ag	Ba/F3 V617F tox	Wee1 stabilizer	CHOP inh	RBBP9 inhibitor	TNF death inh	zfTRPN1 agonist	BaF3 tox
O=S(=O)(NC1CCCC1)c1ccc(S(=O)(=O)N2CCCN(Cc3ccccc3)C2)cc1	-20	0.9	0	-2	36	0	-3.7	1.8	2
CCOc1ccc(C(=O)NC(C)(C)CC)cc1	17	0.9	1	0	7	-5	0.4	-0.5	2
CN(C1CCCCC1)S(=O)(=O)c1cccc(C#N)c1	5	63*	2	-1	-2	-4	-0.7	0.3	3
CC(=O)Nc1ccc(Nc2ncnc3c2cnn3-c2ccccc2)cc1	6	1.5	-1	7	0	-13	-1.2	2.0	6
CCOc1ccc(C(C)NC(=S)NCc2ccc(Cl)cc2)cc1 (configuration not stated)	-11	10	-1	-1	1	-6	-2.2	18	6
Cc1cc(C(F)(F)F)n2nc(-c3cnn(C)c3C(F)(F)F)cc2n1	-19	0.5	-2	1	7	-7	-2.5	0.0	7
Cc1ccc(C(=O)Oc2ccc(N3C(=O)CCC3=O)c(C)c2)cc1	14	-0.8	-4	1	15	-3	0.5	-0.5	0
O=C(NC1CC1)C1=C[C@@H](c2ccccc2)C[C@@H](OCCCCO)O1	6	0.4	-1	-1	21	-5	0.3	0.7	0
Cc1ccc(C(=O)c2c(C)oc3c2C(=O)C(=O)c2ccccc2-3)cc1	17	-0.5	27*	-2	115*	-12	-14	-0.5	3
O=C(CSc1nc2[nH]ncc2c(=O)[nH]1)N1CCCC1	-7	0.4	-2	2	-5	-7	0.1	-0.1	-3
Oc1c(Br)cc(Br)cc1C=NCc1ccccc1	9	0.9	-1	-1	44	-1	-1.2	1.9	-1
COc1cc(C(=O)NC(=S)Nc2ccccc2[N+](=O)[O-])cc(OC)c1OC	13	0.2	4	1	-3	-8	-1.6	-0.4	9
COc1ccc(N/C=C/C(=O)c2ccc(Cl)cc2)cc1	21	-0.1	-7	8	-12	-6	0.2	-0.1	2
CCCCn1c(SCc2cc(=O)[nH]c3ccccc23)nc2c1c(=O)n(C)c(=O)n2C	24	0.9	3	1	29	-10	-0.9	-0.7	10
COC(=O)C1=C(C)N(Cc2ccc(C)cc2)C(=O)/C1=C\c1ccc(O)c(OC)c1	0	0.4	0	1	33	0	-9.4	0.1	3
COc1ccc(N(CC(=O)NC2CCCCC2)C(=O)CNC(=O)c2ccco2)cc1OC	3	0.2	-3	4	10	3	1.8	0.6	1
COc1ccc(S(=O)(=O)CCC(=O)O)cc1	4	0.7	1	1	22	-5	0.0	1.7	6
CCN(CC)C(=O)CCSc1nnc(-c2ccco2)o1	24	0.3	1	2	-21	0	-0.2	2.0	7
Nc1nc(Br)c2c(F)cccc2c1-c1ccc(Cl)cc1	8	-0.2	-3	-2	-7	-2	-4.3	-0.3	3
C=C(C)c1nc(N)nc(N)n1	-20	0.6	2	-1	23	-8	-0.9	2.2	3
COc1cc(S(=O)(=O)N2CCN(c3ccccc3F)CC2)ccc1Cl	28	0.6	-3	1	50	-10	3.3	-0.7	3
COc1ccccc1-n1cnc2cc(NCc3ccccc3O)ccc21	-6	0.7	2	5	35	-1	-9.7	3.6	2
COc1ccccc1NC(=O)CN1CCN(CC(=O)Nc2ccc3c(c2)OCCO3)CC1	5	1.1	-3	3	37	0	6.7	0.0	2
Cc1cc(N(C)/N=C/c2ccccc2O)nc(-c2ccccc2O)n1	4	0.2	3	9	-3	-7	-0.6	0.0	2
CSc1nsc(SCC(=O)Nc2ccc(C(C)=O)cc2)n1	-6	0.8	-2	6	-5	0	0.4	0.0	2
CN(C)C/C=C/C(O)(c1ccccc1)c1ccccc1	9	0.8	-2	-1	23	-7	1.4	2.4	0
COC(=O)c1cc2n(n1)CCN(Cc1cccc(OC)c1)C2=O	23	1.1	0	0	2	-7	-0.2	2.3	7
CC(C)C(=O)NC(Nc1ccc(S(N)(=O)=O)cc1)C(Cl)(Cl)Cl (configuration not stated)	-12	-0.1	0	-3	-31	5	0.3	-1.6	5
Cc1cc(C)cc(N(C(=O)c2csnn2)C(C(=O)NC(C)(C)C)c2ccccn2)c1 (configuration not stated)	0	0.2	1	-3	-13	-7	-0.6	-1.1	0
O=C(Nc1ccc(F)cc1F)c1cc2ncc(CCCl)cn2n1	0	1.1	1	1	16	-6	-0.9	2.1	4
COC(=O)/C(=N/Nc1ccc(C)cc1)N1CCCc2ccccc21	24	-0.3	-3	-3	49	-4	-1.2	-2.4	-1
CNc1nnc(C(F)(F)F)s1	-8	0.5	0	3	-6	9	0.0	0.1	-3
O=C(CSc1nnc(CCCO)n1-c1ccccc1)NCCc1ccccc1	6	1.3	-6	-1	-18	0	0.8	-0.2	1
Cc1ccc(-c2cc(C(=O)N3N=C(C(F)F)CC3(O)C(F)F)c3ccccc3n2)cc1C (configuration not stated)	10	2.2	0	-3	-2	-10	0.6	3.6	4
COC(=O)CCn1nnc(-c2cccs2)n1	13	-0.2	-3	1	-4	-16	0.2	-0.2	1
C=CCN(CC=C)C(=S)NCCc1ccc(OC)c(OC)c1	4	0.5	-1	0	-7	-2	1.9	-0.2	3
CC1CN(C)C(C)c2c1oc1ccc(N)cc21 (configuration not stated)	-3	0.6	4	-3	-4	-6	0.8	0.6	6
COc1ccc(C(=O)/C=C/c2ccc(O)cc2)cc1	-1	0.1	0	-1	-37	-2	-8.0	0.1	-5
Cc1cc(C)c(S(=O)(=O)N(C)CC(=O)N2CCCCC2)c(C)c1	10	0.7	4	1	29	5	-2.2	-1.1	10
CCOC(=O)c1c(C)[nH]c(-c2csc(N)n2)c1C	-14	1.1	3	5	-11	-1	-10	1.4	3
COc1cc(C)c(/C=C(\C#N)C(=O)Nc2ccc(C)cc2)cc1C(C)C	28	0.1	-1	0	20	-9	3.6	-1.8	4
O=C(CSc1nnnn1-c1cccc2c1CCCC2)N1CCCCC1	31	-0.1	2	0	28	3	-1.8	3.1	2
O=C(c1ccco1)N1CCN(C(=O)c2cc(-c3ccccc3)nc3ccccc23)CC1	22	0.1	-1	-1	-25	-1	-1.3	0.1	1
COc1ccccc1/C=N/NC(=O)C(=O)NCc1cccnc1	7	0.1	0	1	26	-7	-0.9	0.0	5
COc1ccccc1NC(=O)CN1C(=O)C(C)SC(C)C1=O (configuration not stated)	11	1.0	1	-4	-11	-1	0.5	1.0	9
O=C(CCC(=O)NNc1nc2ccccc2c2nc(-c3ccccc3)nn12)NCCCN1CCOCC1	-12	1.0	2	-1	28	-5	0.1	1.6	9

High-throughput results: PubChem BioAssay, several laboratories
